Mcl-1 Bim block = disrupts Bim peptide binding to human Mcl-1; 190,000 tested, 0.1% active; inhibition, % at 10 µM; Bead-based flow cytometry, Bim peptide-Mcl-1 binding; Q07820;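 also: 0% = no compound tracer wells and 100% = peptide blocker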
Target sequence (Q07820 whole entry, looked up): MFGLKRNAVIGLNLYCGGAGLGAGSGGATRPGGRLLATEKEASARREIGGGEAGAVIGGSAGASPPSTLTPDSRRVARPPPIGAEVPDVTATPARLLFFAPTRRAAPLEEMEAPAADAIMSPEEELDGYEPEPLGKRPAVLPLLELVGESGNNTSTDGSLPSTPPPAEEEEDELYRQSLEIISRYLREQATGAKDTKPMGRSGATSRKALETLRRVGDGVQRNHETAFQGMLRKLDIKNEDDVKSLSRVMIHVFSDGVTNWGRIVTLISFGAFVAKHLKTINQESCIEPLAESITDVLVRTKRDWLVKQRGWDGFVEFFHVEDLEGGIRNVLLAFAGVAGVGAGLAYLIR
Bim-Bcl-XL = disrupts Bim peptide binding to human Bcl-XL. Q07817. bead flow cytometry, fluorescence. inhibition, % at 10 µM. 190,000 tested, 0.04% active
Bcl-B Bim block = inhibitors of Bim-Bcl-B interaction, human; bead-based flow cytometry, Bim peptide-Bcl-B binding; inhibition, % at 10 µM; 190,000 tested, 0.073% active; AID 951;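 also: 0% = tracer peptide without compound and 100% = reference inhibitor peptide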
RGS7-Gao = modulates binding of RGS7 to human Galphao; P09471; Multiplexed bead flow cytometry; actives lie on both sides; binding response (% of control), % at 10 µM; 220,000 tested, 0.35% active; AID 1439; in the data active = binding response below about 49% or above about 150%; inconclusive = no clear call, values can overlap the other calls; inactive = in between;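 also: fluorescent Galphao held in activated GDP-AlF4 state binding bead-coupled RGS7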
Target sequence (P09471 whole entry, looked up): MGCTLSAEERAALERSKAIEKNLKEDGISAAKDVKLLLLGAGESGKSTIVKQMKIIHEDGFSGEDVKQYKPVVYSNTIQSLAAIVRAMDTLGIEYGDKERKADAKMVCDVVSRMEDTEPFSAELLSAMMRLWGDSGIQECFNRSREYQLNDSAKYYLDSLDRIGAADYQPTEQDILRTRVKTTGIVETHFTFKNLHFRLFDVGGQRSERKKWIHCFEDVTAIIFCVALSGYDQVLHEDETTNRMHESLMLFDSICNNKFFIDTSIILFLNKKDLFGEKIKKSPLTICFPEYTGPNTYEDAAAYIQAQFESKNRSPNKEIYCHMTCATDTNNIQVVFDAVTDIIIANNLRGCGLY
Mcl1-Bid inh = Mcl-1/Bid interaction inhibition; Q07820; TR-FRET Mcl-1/Bid-Dy647 peptide binding, 1536-well; inhibition, % at 21.7 µM; 220,000 tested, 0.97% active; AID 1021;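 active = compounds that cut the binding signal by more than half at the single screening dose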;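 also: His-tagged Mcl-1 with europium anti-His antibody binding Bid BH3 peptide; 0% = Mcl-1 plus peptide wells and 100% = peptide-only wells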
RGS8-Gao = modulates binding of RGS8 to human Galphao; AID 1423; 220,000 tested, 0.34% active; multiplexed bead flow cytometry; actives lie on both sides; response (percent of control binding), % at 10 µM; in the data active = response below about 60% or above about 140%; inactive = in between;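 also: Galphao activated as the GDP aluminium fluoride complex binding bead-coupled RGS8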
Bim-Bcl-W = disrupts Bim peptide binding to human Bcl-W. 190,000 tested, 0.02% active. bead-based flow cytometry. inhibition, % at 10 µM. Q92843. AID 952;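 also: 0% = bound tracer without compound and 100% = peptide blocker; higher means less fluorescent Bim peptide bound to Bcl-W beads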
Mcl1 Noxa PPI = Mcl-1/Noxa interaction inhibition; inhibition, % at 21.7 µM; Q07820; 220,000 tested, 1.5% active; TR-FRET Mcl-1/Noxa peptide binding, 2 h; AID 1022;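 active = compounds that cut the protein-peptide binding signal by more than 50% relative to plate controls in a single-dose test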;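 also: His-tagged Mcl-1 with rhodamine Noxa BH3 peptide and terbium anti-His antibody; 0% = Mcl-1 plus Noxa peptide wells and 100% = peptide-only wells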
Bfl-1 Bim block = human Bim-Bfl-1 interaction inhibition | AID 1008 | Bead-based flow cytometry, Bim-Bfl-1 binding inhibition | inhibition, % at 10 µM | 190,000 tested, 0.12% active;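 also: 0% = wells without compound plus tracer and 100% = blocker peptide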
RGS4-Gao reg = modulates binding of RGS4 to human Galphao; Multiplexed bead flow cytometry; actives lie on both sides; binding response (% of control), % at 10 µM; 220,000 tested, 0.33% active; in the data active = binding response below about 49% or above about 150%; inactive = in between;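 also: fluorescent Galphao activated with aluminum fluoride binding bead-coupled RGS4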
Bcl-2 Bim block = human Bim-Bcl-2 interaction inhibition; P10415; Bead-based flow cytometry, Bim peptide-Bcl-2 binding; inhibition, % at 10 µM; 190,000 tested, 0.06% active; in the data active = inhibition above about 40%; inconclusive = no clear call, values can overlap the other calls;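 also: 0% = no compound wells with probe peptide and 100% = reference peptide inhibitor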
Target sequence (P10415 whole entry, looked up): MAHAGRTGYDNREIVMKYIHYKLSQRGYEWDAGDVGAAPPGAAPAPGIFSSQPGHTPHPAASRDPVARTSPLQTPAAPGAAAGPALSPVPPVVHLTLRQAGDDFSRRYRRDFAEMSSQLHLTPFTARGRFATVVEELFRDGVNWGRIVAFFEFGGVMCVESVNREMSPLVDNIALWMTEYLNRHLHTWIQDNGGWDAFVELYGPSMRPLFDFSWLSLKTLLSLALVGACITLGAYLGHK
Numbers without * were called inactive; ? = inconclusive; / = no result given. Rule as the data show it, unless noted: active = inhibition above about 40%.

SMILES	Mcl-1 Bim block	Bim-Bcl-XL	Bcl-B Bim block	RGS7-Gao	Mcl1-Bid inh	RGS8-Gao	Bim-Bcl-W	Mcl1 Noxa PPI	Bfl-1 Bim block	RGS4-Gao reg	Bcl-2 Bim block
O=C1C2C3C=CC(C3)C2C(=O)N1c1ccccc1OS(=O)(=O)c1ccccc1 (centres undefined)	-2	-6	-5	93	-11	77	-3	21	-9	93	-9
Oc1ccc2ccccc2c1CN1CCOCC1	/	/	/	?	-14	96	/	-6	/	95	/
CCc1ccc(CCC(=O)Nc2ccccc2C(=O)O)o1	-1	-4	-4	98	-18	99	-3	24	-1	101	-2
COc1ccc(CCn2c(C(C)C)nc3oc4ccccc4c(=O)c3c2=O)cc1	/	/	/	?	-2	96	/	2	/	97	/
O=C(NC1CCCCCC1)c1ccc(N2CCCC2=O)cc1	5	-4	-5	100	-11	100	4	5	-11	101	-5
CN(CC(=O)N1CCOCC1)C(=O)CSc1nc2ccccc2s1	0	-2	-7	99	-18	99	-3	29	1	98	0
O=C(C1CCN(S(=O)(=O)N2CCC3(CC2)OCCO3)CC1)N1CCOCC1	-4	-3	-8	104	-10	103	0	4	-13	104	-11
O=C(Nc1ccccc1)C1=C[C@@H](C2CC2)C[C@@H](OCc2ccc(CO)cc2)O1	-2	-1	2	107	-2	106	-3	-21	2	100	1
CCCOc1cccc(C(=O)Nc2cc(NC(=O)c3ccco3)ccc2OC)c1	-2	-4	-9	99	-10	101	0	14	-15	102	-13
O=C(CCN1C(=O)c2ccccc2C1=O)N1CCOCC1	-3	-4	-4	103	-6	94	-2	-4	0	97	-3
COC(=O)C(CC(=O)c1ccc(Cl)cc1)c1ccc(C(C)C)cc1 (centres undefined)	4	2	-1	86	-15	87	1	-11	0	84	4
O=C(CC(c1ccccc1)c1ccco1)N1CCCCC1 (centres undefined)	-4	-4	-6	?	-22	99	-2	12	-8	95	-9
CNC(=S)Nc1cccc([N+](=O)[O-])c1	10	0	-4	100	-84	100	2	-4	0	100	3
O=C(Nc1ccc(F)cc1)Nc1ccccc1N1CCCCC1	/	/	/	?	-8	99	/	-2	/	97	/
Cc1c(NC(=S)N/C(=N/S(=O)(=O)c2ccccc2)c2ccccc2)c(=O)n(-c2ccccc2)n1C	/	/	/	?	-46	103	/	-3	/	106	/
CC(=O)NC1=NC(=O)/C(=C/c2cc(C)n(-c3ccc(NC(C)=O)cc3)c2C)S1	0	-2	-7	75	-12	99	1	32	5	89	-1
Brc1c(-c2ccccc2)nc2n1Cc1ccccc1-2	/	/	/	?	-7	99	/	-20	/	97	/
Cc1ccc(NS(=O)(=O)c2cc([N+](=O)[O-])ccc2NNC(=S)Nc2cccc(Cl)c2)c(C)c1	0	-3	-7	103	46	101	1	88*	-13	103	-30
CNC(=S)N(Cc1ccc2c(c1)OCO2)C1CC(=O)N(c2ccc(F)cc2)C1=O (centres undefined)	9	14	10	105	-15	98	8	12	10	96	1
Cc1[nH]c2ccccc2c1CN1CCC(Cc2ccccc2)CC1	3	1	-2	94	5	100	0	19	-2	99	-2
COC(=O)c1ccc(C(=O)OC)c(NC(=O)N2c3ccccc3Sc3ccccc32)c1	0	10	-6	101	-20	100	0	/	-16	101	-9
COc1ccc(-c2noc(CN(Cc3nccn3C)C(C)C)n2)cc1	/	/	/	?	12	86	/	0	/	74	/
CCOC(=O)c1ccc(S(=O)(=O)N2CCC(C(=O)O)CC2)cc1	1	-9	-3	104	-12	106	6	-1	-10	104	-3
CCOCc1nnc(NC(=O)c2cc(OC)c(OC)c(OC)c2)s1	-2	-5	-6	108	-33	102	-4	-3	-7	104	-4
CCCCN1C(=O)N(C)C2C1N(C)C(=O)N2CCCC (centres undefined)	/	/	/	103	2	106	/	63*	/	105	?
SMILES	Mcl-1 Bim block	Bim-Bcl-XL	Bcl-B Bim block	RGS7-Gao	Mcl1-Bid inh	RGS8-Gao	Bim-Bcl-W	Mcl1 Noxa PPI	Bfl-1 Bim block	RGS4-Gao reg	Bcl-2 Bim block
COc1ccc(CCN(C)c2ncnc3sccc23)cc1OC	0	2	-2	?	4	102	2	13	-4	103	-1
O=C(c1ccc(F)cc1)[C@@H]1[C@@H](C(=O)c2ccccc2)[C@@]2(C(=O)Nc3ccccc32)[C@H]2c3ccccc3C=CN12	-5	-6	-27	95	-11	99	-5	18	-10	97	-2
COc1ccc(OC)c(-c2nc(C(N)=O)c3[nH]c(=O)n(-c4ccc(F)cc4)c3n2)c1	1	-1	-4	98	66*	100	0	67*	-12	96	-9
O=C(O)/C=C\C(=O)Nc1ccccc1C(=O)NC1CCCCC1	-2	-1	-1	102	13	93	-2	33	4	101	0
O=C(NC1CCCC1)C1CCN(c2nccs2)CC1	-11	-13	-14	97	-17	102	-11	3	-10	95	-10
Cc1ccc(C(=O)Nc2nc(-c3ccccn3)cs2)o1	/	/	/	?	-90	93	/	-3	/	83	/
NC(=O)c1ccc(NC(=O)CSc2nnc(-c3ccccn3)n2N)cc1	1	0	-3	99	-13	100	1	12	-5	99	-1
[O-]C1=N/[N+](=C/c2ccc(Cl)c(Cl)c2)CC1	2	0	1	108	-27	116	1	1	0	107	0
CC(C)NS(=O)(=O)c1ccc2c(c1)oc(=O)n2C	-1	-8	-10	99	-9	102	-6	7	-6	100	-3
COc1ccc(N=N/C(C(C)=O)=C(/C)O)cc1	/	/	/	?	-17	99	/	5	/	100	/
Cc1ccc(NCc2nnc(SCCN3CCCCC3)n2CC2CCCO2)c(C)c1 (centres undefined)	-1	-2	-2	102	-40	102	0	9	1	100	-1
Cc1ccc(-n2c(SCC(=O)N3CCOCC3)nnc2-c2cccnc2)cc1	0	0	-1	103	-26	101	-2	-4	-1	103	-3
Cn1c(=O)c(C(=O)COC(=O)c2cc(-c3ccccc3)nc3ccccc23)c(N)n(Cc2ccccc2)c1=O	0	-3	-4	101	-11	103	0	-22	3	101	0
CN(C)c1cc(-c2ccc(Br)cc2)oc(=O)c1Cl	/	/	/	?	-16	97	/	3	/	94	/
CCOC(=O)c1sc2nc(C)cc(-c3ccccc3)c2c1N	-2	-5	-5	102	-40	101	-5	10	-7	101	-6
CCOC(=O)C1=C(C)Nc2ncnn2C1c1cccnc1 (centres undefined)	-3	-1	-2	100	-12	99	-2	-8	-2	98	-5
CN(c1cccc(Cl)c1)S(=O)(=O)c1cccc(C(=O)Nc2nc3ccccc3[nH]2)c1	5	3	6	102	-39	102	9	-65	6	101	-2
CCOc1ccc(-n2cnnn2)cc1S(=O)(=O)N1CCCCC1	-2	-4	-1	100	-8	96	-3	3	0	96	-3
CCOC(=O)C1(Cc2cccc(F)c2)CCN(C(=O)c2cnc(C)cn2)CC1	2	0	0	100	-3	107	1	9	-2	100	0
COCCOC(=O)c1c(C)oc2ccc(OC(=O)c3ccc4c(c3)OCO4)cc12	-1	-15	-13	100	-3	102	0	6	-14	103	-10
CCCc1nn2c(=O)c(C(c3ccc(C)cc3)c3c(O)nc4sc(CCC)nn4c3=O)c(O)nc2s1	-1	-2	-1	114	-34	112	-1	2	-3	110	-3
N[C@@H]1CONC1=O	-1	0	0	103	0	103	0	5	0	104	-2
CCOC(=O)N1CCC(N2Cc3cccc(C(=O)Nc4cccc(F)c4)c3C2=O)CC1	2	3	0	93	-30	100	3	15	-3	100	0
CCOC(=O)c1nnn2c3ccccc3c(=O)n(C)c12	/	/	/	?	-10	101	/	3	/	101	/
CN(Cc1nc2ccccc2n1C)C(=O)c1cccs1	-3	-7	-9	97	5	104	-4	8	-20	100	-17
SMILES	Mcl-1 Bim block	Bim-Bcl-XL	Bcl-B Bim block	RGS7-Gao	Mcl1-Bid inh	RGS8-Gao	Bim-Bcl-W	Mcl1 Noxa PPI	Bfl-1 Bim block	RGS4-Gao reg	Bcl-2 Bim block
CC(=O)c1ccc2noc(-c3ccc(F)cc3)c2c1	0	-2	-8	102	-37	104	-3	-1	-12	100	-6
O=c1c2c3c(sc2nc2n1N=C(c1cccs1)CS2)CCCC3	-4	-11	-9	100	14	102	-3	7	-15	99	-12
Cc1nn2c(-c3cccc(NC(=O)CSc4nc5ccccc5o4)c3)nnc2c2ccccc12	-4	-4	-12	107	31	91	-4	-114	5	91	-3
Cc1cccc(C(=O)c2c(N)sc3c2CCC(C)C3)c1 (centres undefined)	-1	-7	-8	99	-3	100	-2	11	0	97	-4
CCC(Oc1ccccc1)C(=O)N1CC(C)CC(C)C1 (centres undefined)	-6	-1	1	99	-116	94	-1	-84	-3	97	-2
O=C(CCC(=O)OCC(=O)c1cccc([N+](=O)[O-])c1)NC1CCCCC1	/	/	/	?	-33	101	/	8	/	98	/
Nc1ccc(SC(F)(F)F)cc1C(=O)c1ccccc1	0	-1	-4	103	-19	101	0	-4	-7	101	-6
O=c1cc(CSc2nnc(COc3ccccc3)o2)c2ccccc2[nH]1	-1	-11	-1	99	20	106	0	6	-1	97	-2
Clc1ccc(Nc2ccc(Cl)nn2)cc1	/	/	/	?	-20	99	/	22	/	101	/
c1ccc(-c2ccc(-c3nc(-c4ccccn4)no3)cc2)cc1	-1	0	0	79	-2	82	0	6	-1	75	-2
O=C(COC(=O)c1nc(Cl)ccc1Cl)NCc1ccccc1	0	2	0	109	-27	103	-1	5	-4	103	0
COc1ccc(N=N/C(=C\O)C(=O)c2cccs2)cc1	0	-6	-3	99	-40	100	-4	-10	-6	98	0
O=C(CCCn1ncn2c(cc3occc32)c1=O)N1CCc2ccccc2C1	-4	-5	-10	102	-11	97	-4	-11	-14	98	-9
O=C(CCN1C(=O)/C(=C/C=C/c2ccccc2)SC1=S)Nc1cccnc1	1	5	4	90	3	98	7	21	13	90	13
COc1ccccc1C(=O)N1CCN(C(=O)COc2cccc(C)c2)CC1	-2	-2	-5	99	-18	102	0	-15	-1	103	-4
O=c1c2c3c(sc2nc2n1CCCCC2)CCC3	0	-2	-5	103	0	102	0	0	-13	102	-8
O=C(c1cccc(F)c1)N1CCN(C2CCCCC2)CC1	-7	-20	-5	95	-7	99	0	4	-14	97	-6
OCC1(CCOc2ccccc2)CCN(Cc2ccc3cccc(F)c3n2)CC1	0	-3	-3	96	-31	101	0	14	-5	99	0
CC(C)C(=O)Nc1cccc(C(=O)NCc2ccc(S(N)(=O)=O)cc2)c1	-1	-3	-7	103	-12	103	0	1	-7	106	-6
COc1ccc(CN(C(=O)c2cccs2)C(C(=O)NC2CCCCC2)c2ccc3ncccc3c2)cc1 (centres undefined)	-4	-3	-3	91	5	95	-4	-8	1	95	1
Cc1ccc(/C=C2\SC(=S)N(C(Cc3ccccc3)C(=O)O)C2=O)cc1 (centres undefined)	0	-3	-1	103	20	103	0	23	-3	102	-5
Cn1c(C(=O)NCc2cccnc2)cc2sc(Cl)cc21	-1	-8	-7	101	-9	102	1	19	-14	104	-8
COc1ccc(NC(=O)CSc2nnc(-c3ccccc3)n2Cc2ccco2)c(OC)c1	-1	0	-5	108	-5	104	0	3	-8	109	-6
c1ccc2c(c1)CCN(CCCNc1nc3ccccc3n3cnnc13)C2	0	-3	-6	104	-24	101	-1	26	-11	105	-9

Screens from PubChem.
